# Screening results from PubChem.
# mcGAS lum: mouse cGAS inhibition by luminescence; recombinant cGAS, Kinase-Glo ATP depletion luminescence; inhibition, % at 12.5 µM; hit rate 0.15% among 160,000;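 further: 0% = negative control wells and 100% = reference inhibitor with no enzyme activity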
# hcGAS lum: blocks human cGAS activity; recombinant h-cGAS, ATP depletion, Kinase-Glo luminescence; hit rate 0.081% among 290,000; inhibition, % at 12.5 µM; Q8N884; AID 1259398;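 further: 0% = vehicle reaction and 100% = reaction without DNA for no activity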
# Target sequence (Q8N884 whole entry, looked up): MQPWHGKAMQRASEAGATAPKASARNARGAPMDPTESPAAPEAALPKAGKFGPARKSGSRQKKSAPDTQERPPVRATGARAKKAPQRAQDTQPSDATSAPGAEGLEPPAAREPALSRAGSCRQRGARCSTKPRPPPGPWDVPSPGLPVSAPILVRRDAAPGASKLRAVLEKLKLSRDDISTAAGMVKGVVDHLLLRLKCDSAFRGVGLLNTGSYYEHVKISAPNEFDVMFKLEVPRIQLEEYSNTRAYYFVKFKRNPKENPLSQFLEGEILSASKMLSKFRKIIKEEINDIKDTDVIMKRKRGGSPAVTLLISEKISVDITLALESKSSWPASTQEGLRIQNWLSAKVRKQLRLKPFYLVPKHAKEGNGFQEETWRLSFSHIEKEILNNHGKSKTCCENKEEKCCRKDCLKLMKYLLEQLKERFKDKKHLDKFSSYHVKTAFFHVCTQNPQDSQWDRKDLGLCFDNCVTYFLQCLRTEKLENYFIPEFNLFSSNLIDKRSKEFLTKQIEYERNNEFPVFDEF
# NPYLR7 ag: mosquito NPYLR7 agonism. HEK293T NPYLR7/Galpha15, GCaMP6s calcium fluorescence. hit rate 0.15% among 270,000. activation, % at 10 µM. AID 1259423; in the data active means activation above about 40%;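 further: 0% = vehicle and 100% = reference agonist at the receptor; some compounds past the cut are filed as inactive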
# * = called active by the depositor; · = no result given; & = joins results of further samples. Unless noted, no stated cut-off is given here; in the data, active means inhibition above about 40%; inactive means the rest.
SMILES,mcGAS lum,hcGAS lum,NPYLR7 ag
COCC(=O)N1CCCN(C/C(C)=C/c2ccco2)CC1,-13,-4,-4
COc1ccc(OC)c(S(=O)(=O)Nc2ccc(NC(=O)NCCc3ccccc3)cc2)c1,0,-1,-27
CCOCCCNC(=O)C1CN(S(=O)(=O)c2ccccc2)CCN1S(=O)(=O)c1ccccc1 (stereo unspecified),·,-2,-2
Cc1cccc(C(=O)NNC(=O)CN2C(=O)c3ccccc3C2=O)c1,-6,-6,-7
N#CCCN(C(=O)CN1CCCC1C1CCCCC1)c1ccccc1 (stereo unspecified),·,-11,0
CC(N=C1NS(=O)(=O)c2ccccc21)C(=O)NCc1ccccc1 (stereo unspecified),·,-10,-9
COCc1cnc2c(c1SCC(=O)N1CCCCCC1)c(=O)n(C)c(=O)n2C,-7,-6,3
COCCCN(Cc1csc(COc2c(OC)cccc2OC)n1)C(=O)c1ccccc1F,0,-1,-2
CCCc1cc(C(=O)N(C)CCC2CCCCO2)no1 (stereo unspecified),-1,0,·
O=S(=O)(c1cc(Cl)ccc1Cl)N1CCN(Cc2csc(-c3ccsc3)n2)CC1,-10,-7,-1
CCCCc1nc2sc3c(NCCO)ncnc3c2c2c1COC(C)(C)C2,·,-5,2
CCSc1ccc(NC(=O)c2cccc(F)c2)nn1,·,4,1
CCS(=O)(=O)Oc1ccccc1CN(C(=O)NC(C)(C)C)C1CC1,1,-3,-1
CCN(Cc1cnc2ccccc2c1)Cc1c(C)nn(CC)c1C,·,-7,12
COC(=O)Cn1cc(C=C(C#N)C(=O)NCCc2c[nH]c3ccccc23)c2ccccc21,-1,-3,1
Cc1ccc2[nH]c(C(=O)NCc3cccc(NC(=O)C(C)C)c3)cc(=O)c2c1,·,-9,5
CC(=O)NC1(C(=O)NC2CCCC2)CCCCC1,·,8,4
Cc1cc(=O)oc2cc(OCc3ccc(C(=O)N(C)C)cc3)ccc12,·,-10,2
O=C(c1ccc(Br)cc1)N1CCCC(OCc2ccc(OC(F)(F)F)cc2)C1 (stereo unspecified),-4,-4,-2
C=CCN(CC(=O)N(CCc1ccc(OC)c(OC)c1)Cc1ccc(C)o1)C(=O)c1cccs1,-4,-9,2

# Entries listed so far with an NH in an aromatic ring, in the order listed:
SMILES,mcGAS lum,hcGAS lum,NPYLR7 ag
COC(=O)Cn1cc(C=C(C#N)C(=O)NCCc2c[nH]c3ccccc23)c2ccccc21,-1,-3,1
Cc1ccc2[nH]c(C(=O)NCc3cccc(NC(=O)C(C)C)c3)cc(=O)c2c1,·,-9,5

# Arranged by SMILES length (smallest number first): 16 of the compounds above
SMILES,mcGAS lum,hcGAS lum,NPYLR7 ag
CC(=O)NC1(C(=O)NC2CCCC2)CCCCC1,·,8,4
CCCc1cc(C(=O)N(C)CCC2CCCCO2)no1 (stereo unspecified),-1,0,·
COCC(=O)N1CCCN(C/C(C)=C/c2ccco2)CC1,-13,-4,-4
CCN(Cc1cnc2ccccc2c1)Cc1c(C)nn(CC)c1C,·,-7,12
N#CCCN(C(=O)CN1CCCC1C1CCCCC1)c1ccccc1 (stereo unspecified),·,-11,0
CCCCc1nc2sc3c(NCCO)ncnc3c2c2c1COC(C)(C)C2,·,-5,2
CC(N=C1NS(=O)(=O)c2ccccc21)C(=O)NCc1ccccc1 (stereo unspecified),·,-10,-9
Cc1cccc(C(=O)NNC(=O)CN2C(=O)c3ccccc3C2=O)c1,-6,-6,-7
COCc1cnc2c(c1SCC(=O)N1CCCCCC1)c(=O)n(C)c(=O)n2C,-7,-6,3
COCCCN(Cc1csc(COc2c(OC)cccc2OC)n1)C(=O)c1ccccc1F,0,-1,-2
O=S(=O)(c1cc(Cl)ccc1Cl)N1CCN(Cc2csc(-c3ccsc3)n2)CC1,-10,-7,-1
Cc1ccc2[nH]c(C(=O)NCc3cccc(NC(=O)C(C)C)c3)cc(=O)c2c1,·,-9,5
COc1ccc(OC)c(S(=O)(=O)Nc2ccc(NC(=O)NCCc3ccccc3)cc2)c1,0,-1,-27
COC(=O)Cn1cc(C=C(C#N)C(=O)NCCc2c[nH]c3ccccc23)c2ccccc21,-1,-3,1
CCOCCCNC(=O)C1CN(S(=O)(=O)c2ccccc2)CCN1S(=O)(=O)c1ccccc1 (stereo unspecified),·,-2,-2
C=CCN(CC(=O)N(CCc1ccc(OC)c(OC)c1)Cc1ccc(C)o1)C(=O)c1cccs1,-4,-9,2

# Carrying on.
SMILES,mcGAS lum,hcGAS lum,NPYLR7 ag
O=C(CSc1nc2[nH]ncc2c(=O)[nH]1)Nc1ccccc1C(F)(F)F,·,-3,1
COc1ccc(NC(=O)c2ccc(-n3cnc4ccccc4c3=O)cc2)c(OC)c1,-6,-1,7
COc1ccc(S(=O)(=O)N2CCN(CC(OCc3ccc(C(F)(F)F)cc3)c3ccc(Cl)cc3)CC2)cc1 (stereo unspecified),-6,-1,32
COCCNC(=O)c1ccc(CSc2nnc(-c3cccc(OC)c3)n2-c2cccc(Cl)c2)cc1,-4,-6,0
Cc1ccccc1-n1nc(C)c(CNC(=O)C2CCN(C(=O)OC(C)(C)C)CC2)c1C,-3,-4,-8
CN1CCC(N(C)C(=O)c2cccnc2OCC(F)(F)F)C1=O (stereo unspecified),·,-5,4
CC1CCN(Cc2nnnn2CC(=O)N2CCC(OCc3ccccn3)CC2)CC1,·,-1,6
Cc1cc(C(F)(F)F)nn1CC(=O)Nc1sc2c(c1C#N)CCC(C(C)(C)C)C2 (stereo unspecified),-5,-6,-2
COc1cccc(NC2=CC(=O)N(CCO)C2=O)c1,·,-4,5
CN(Cc1cccc(C(F)(F)F)c1)C(=O)c1cn(Cc2ccccc2Cl)nn1,·,-6,7
COCCCn1c(CN2C[C@@H](C)O[C@@H](C)C2)cnc1S(=O)(=O)C1CCCC1,·,-10,4
COc1ccc(CNC(=O)c2cnn3c(C(F)(F)F)cc(-c4ccc(OC)cc4)nc23)cc1,-5,-4,3
OCCO[C@H]1C[C@@H](O)C12CCN(Cc1nc(C(F)(F)F)no1)CC2,0,8,·
Cc1ccc(-n2cc(CNCCc3cnccn3)c(-c3cccc(C)c3)n2)cc1,-16,-6,9
Cc1ccc(-c2nnc(SCc3nc(-c4ccsc4)no3)n2C)cc1,·,-5,7
O=C(Nc1ccc(F)cc1)C1CCc2ccccc2N1 (stereo unspecified),·,-8,6
CCOC(=O)c1ccc(NC(=O)CSc2nnc(CNC(=O)c3cccs3)n2-c2ccccc2OC)cc1,-5,-6,6
CCN(CC)c1ccc(NC(=O)CCCn2nc(-c3ccco3)ccc2=O)c(C)c1,-10,-7,1
Cc1onc(-c2ccccc2Cl)c1C(=O)N1CCCC(C)C1 (stereo unspecified),·,-4,5
COC(=O)CC(=O)N1CCN(CC(OCc2ccc(C(=O)OC)cc2)c2ccc(Cl)cc2)CC1 (stereo unspecified),2,1,1
COc1ccccc1N1CCN(C(=O)c2ccc(F)cc2)CC1,1,1,1
COc1cccc(-c2cc(NC=O)c3ncc(-c4ccc(C(C)=O)cc4)n3c2)c1,-7,-6,-3
Cc1cc2ncn(Cc3cc(C#N)ccc3F)c2cc1C,·,-6,20
CC1CN(C)C(C)c2cc[nH]c21 (stereo unspecified),·,0,-1
Cn1c(=O)n(C)c2cc(CNC(=O)c3ccc4nc(C5CCCCC5)oc4c3)ccc21,-3,5,-6
CNc1snc(C)c1C(=O)Nc1cc(OC)c(OC)c(OC)c1,·,-2,22
COc1ccc(S(=O)(=O)n2nc(C)c(S(=O)(=O)N3CCOCC3)c2C)cc1C,-3,0,3
O=C(Nc1c(Cl)ccc2c1C(=O)c1ccccc1C2=O)c1ccco1,-2,-2,-6
Nc1cc(-c2ccc(Cl)c(Cl)c2)nn1-c1ccc(C(=O)NCc2ccccn2)cc1,-3,-4,0
COCCN1CCCC(O)(CNCc2ccccc2C(F)(F)F)C1=O (stereo unspecified),·,-4,18
CC(C)(C)c1ccc(S(=O)(=O)NC(=O)C2(C)CCN2C(=O)C2CCCCC2)cc1 (stereo unspecified),·,-6,2
Cc1ccc(-c2nc3ccccn3c2NC(=O)COc2ccccc2)cc1,-12,-11,6
O=C(NCc1ccco1)c1ccc(CSc2nc(Cl)cc(N3CCN(c4ccc(Cl)cc4)CC3)n2)cc1,-7,-8,17
CC(C)CCN1CCC(CN)CC1,·,-12,22
Cc1cc(C)cc(C(=O)NNC(=O)c2ccoc2C)c1,-4,-10,5
CCN(CC)c1onc(-c2ccccc2)c1CNCCN(C)C,·,4,4
O=C(CSc1nnc(-c2ccncc2)n1-c1cccc(C(F)(F)F)c1)N1CCCC1,-7,-8,·
C#CCOCC(O)CN(Cc1cccc(OC)c1)CC1CCCO1 (stereo unspecified),-4,-3,30
c1cnn(CCC2CCN(c3ncnc4c3CCNC4)CC2)c1,·,-6,5
OCCOc1cncc(Br)c1,·,-10,5
CCOC(=O)c1cc(-c2ccc(F)cc2)n(C2CCN(C(=O)c3ccc(OC)cc3OC)CC2)n1,-6,-3,5
CCCn1cc(C(=O)N2CCN(c3ccc(F)cc3)CC2)c2nn(-c3ccccc3)c(=O)c-2c1,-7,-3,7
C=CCN1C[C@H]2CN(C)c3ccccc3[C@@H]2N(C(=O)CCCCC)CCC1=O,-4,3,4
Cc1ccc(-n2nnc3c(=O)n(CC(=O)Nc4cc(C)on4)cnc32)cc1,·,-3,8
CC(=NNC(=O)CCn1c2ccccc2c2ccccc21)c1ccc(Br)s1,·,-7,2
Cc1nc(C)c(COc2ccc(N(C)C(=O)NC(C)C)cc2)s1,-5,-8,6
CC(=O)C(C(=O)N(C)C)n1cnc2c(nnn2-c2ccc(OC(F)(F)F)cc2)c1=O (stereo unspecified),-8,-4,-4
CCN(CC)S(=O)(=O)c1ccc(CN2C(=O)C3(CC(=O)N(CCC(F)(F)F)C3=O)c3cc(Cl)ccc32)cc1 (stereo unspecified),-2,2,-9
Cc1nn(CCO)cc1CN(C)Cc1cc(-c2ccccc2)no1,·,-3,-3
Cc1cc2nc(NCCN(C)C)sc2cc1C,·,-13,-3
O=C(Nc1cccnc1N1CCN(C(=O)c2ccccn2)CC1)c1ccc2c(c1)OCO2,-6,-3,-3
Cc1cccc(-n2c(=O)c3ccccc3n3c(=S)[nH]nc23)c1C,·,2,3
c1ccc(Cn2ccnc2CNCC2CC2)cc1,-3,1,6
COc1ccc(C(=O)C[n+]2ccc3c(c2)nc(-c2ccccc2)n3C)cc1,·,-4,-7
COCCNC(=O)C=Cc1csc(-c2ccc(OC)cc2)n1,·,-7,1
N#Cc1ccc(C=NNc2ccc(C(F)(F)F)cn2)cc1,·,-6,-7
CCC(=O)Nc1cccc(C(=O)NCCN2CCNC2=O)c1,-11,-8,1
COc1ccc(-n2cc(-c3ccc(OC(F)F)cc3)[n+]3c2CCCCC3)cc1,-6,-7,21
C=CCNC(=O)N(CC(C)C)C(CC)c1ccccc1 (stereo unspecified),·,-6,1
CCc1[nH]c2c(CNC(=O)C3CCc4nn(C)c(=O)n4C3)cc(C)cc2c1C (stereo unspecified),-11,-4,6
# The listing continues.
SMILES,mcGAS lum,hcGAS lum,NPYLR7 ag
CCOC(=O)c1sc(NC(=O)c2c(-c3ccccc3Cl)noc2C)nc1C,1,0,5
Cc1ccc(CNc2cccc(C(=O)NCCN(C)C)c2)cc1,·,-9,11
COc1ccc(CCNC(=O)c2cccnc2N2CCN(S(=O)(=O)c3ccccn3)CC2)cc1OC,1,4,5
O=c1oc2ccccc2n1CCOc1cccc2ccccc12,·,-7,1
CCc1nc(CN2CCCC(CCC(=O)Nc3ccc(OC)c(Cl)c3)C2)c(C)[nH]1 (stereo unspecified),-13,-10,19
CCC(CC)NC(=O)c1cc(S(C)(=O)=O)ccc1C,-6,-6,8
COC(=O)c1ccc(OCCN2CCCC2c2ccc[nH]2)cc1 (stereo unspecified),·,-4,9
COCc1cc(C)nc(OCC(=O)N/N=C\c2ccc(OCc3ccc(Cl)cc3Cl)cc2)c1C#N,1,2,-10
NC(=O)CCC1CCCN(C(=O)c2cc3cc(Br)ccc3o2)C1 (stereo unspecified),·,-5,0
CCn1cc(CN(Cc2ccc(SC)cc2)C2CC2)cn1,-12,-7,-3
Cc1ccc(-c2cc(F)c3c(c2)CC(CNC(=O)CCc2cccnc2)O3)cc1F (stereo unspecified),-12,-8,17
COc1ccc(-c2nnc(SCC(=O)N/N=C\c3c(F)cccc3Cl)n2-c2ccccc2)cc1OC,·,1,-5
CCCCCCCC(=O)Nc1ccc(N2CCc3ccccc3C2)c(C(=O)NC2CC2)c1,2,1,-5
Cc1ccc(-c2nc(CN(Cc3ccccc3)CC3CC3)c(C)o2)o1,·,-4,-3
O=[N+]([O-])c1ccc(-c2nc3ccc([N+](=O)[O-])cc3o2)cc1,-8,-6,4
Cc1cc(N(C)C(C)C2CC2)nc(C)n1 (stereo unspecified),·,-8,18
COc1ccc(-c2cc(C(=O)NCCN3CCCCC3)c(C)n2-c2ccccc2Cl)cc1,2,-7,2
Cc1c(F)cccc1S(=O)(=O)Nc1ccc2c(c1)n(C)c(=O)n2C,·,-3,-4
COc1ccccc1-c1cc(C(=O)NC2CCCCNC2=O)nc2c(-c3ccccc3)c(C)nn12 (stereo unspecified),-7,-6,2
COc1ccc(-c2cc(C(F)(F)F)n3ncc(C(=O)NC(C)C)c3n2)cc1OC,-4,-3,-7
NC(=O)C1CN(C(=O)c2cccnc2Sc2ccc(Br)cc2)CCO1 (stereo unspecified),·,-8,8
Cn1c2ncccc2c(=O)n1CC(=O)NCc1cccs1,·,-4&-3,1&3
CS(=O)(=O)c1cc(S(N)(=O)=O)ccc1F,·,2,-3
CC(=NOCc1ccc(C#N)cc1)c1ccc2c(c1)OCCO2,·,-3,5

# Rows are unselected. About 0.29% of those tested had a hit in this group.
